# Screens: PubChem BioAssay, The Scripps Research Institute Molecular Screening Center
# SRC1 TRFRET art = TR-FRET artefact, counter-screen to PPARgamma/SRC-1 agonist assay; TR-FRET ratio at 8 µM; hit rate 0.34% among 99,000; TR-FRET detection artefact counter-screen, emission ratio; stronger effect = higher value; AID 1051; in the data active = TR-FRET ratio above about 2300; note: inactives centre near 1800; reference of the scale not given here
# SRC3 TRFRET art = counter-screen for PPARgamma SRC-3 recruitment agonists: TR-FRET artefact; PPARgamma/SRC-3 format; stronger effect = higher value; TR-FRET ratio at 8 µM; hit rate 0.39% among 99,000; AID 1048; in the data active = TR-FRET ratio above about 2000; note: inactives centre near 1600; reference of the scale not given here
# * marks the source's active call; other numbers are inactive results. Some of the compounds tested; the hit share may differ from the screen's.
structure | SRC1 TRFRET art | SRC3 TRFRET art
COc1cc(NC(=O)C/C(C)=N/NC(=O)Cc2ccccc2)c(OC)cc1Cl | 1977 | 1702
Cn1cccc1CC(=O)N/N=C/C=C/c1ccccc1 | 1805 | 1615
Nc1nnc(CCCCCc2nnc(N)s2)s1 | 1578 | 1514
Clc1ccccc1-c1nc2nc3ccccc3nc2n1-c1ccc2c(c1)OCO2 | 1523 | 1697
S=C(NCCN1CCOCC1)Nc1ccccc1Cl | 1554 | 1384
CCOC(=O)C1CCN(C(=O)c2ccc(NS(=O)(=O)c3ccc(F)cc3C)cc2)CC1 | 1972 | 1385
CCn1cc(S(=O)(=O)CC(=O)Nc2ccc(OC)cc2)c2ccccc21 | 1753 | 1571
O=C(CN1CCCC1)Nc1ccc(Cl)cc1C(F)(F)F | 1808 | 1483
CCOC(=O)c1nnsc1NC(=O)Nc1ccc(OC)cc1 | 1600 | 1610
CC(C)(C)NC(=O)CCN(/N=C/c1ccc([N+](=O)[O-])o1)C1=NS(=O)(=O)c2ccccc21 | 1575 | 1638
Cc1c(N=C2SCC(=O)N2/N=C/c2ccccc2)c(=O)n(-c2ccccc2)n1C | 1492 | 1494
CC(Cc1ccccc1)C(=O)N(C)Cc1cccnc1 (centres undefined) | 1597 | 1418
COc1cc(NC(=O)CSc2nc3cc(C)ccc3cc2C)c(C(=O)O)cc1OC | 1835 | 1677
COc1ccc(Cl)cc1NC(=O)CN1CCc2ccccc21 | 1833 | 1510
Cc1cc(Oc2ccc(=O)n(C)n2)nc(Oc2ccc(=O)n(C)n2)n1 | 1896 | 1627
O=C(c1nnsc1S(=O)c1ccc(Cl)cc1)N1CCOCC1 (centres undefined) | 1693 | 1376
COc1cccc(CC2(CO)CCN(Cc3ccc(NC(C)=O)cc3)CC2)c1 | 1936 | 1637
COc1cc(CN2CC(C)CC(C)C2)cc([N+](=O)[O-])c1O (centres undefined) | 1734 | 1713
CS(=O)(=O)CCC(C(=O)OCc1ccc(Br)cc1)N1C(=O)c2ccccc2C1=O (centres undefined) | 1716 | 1456
C=CCN1C(=O)/C(=C\C=C2\N(C)c3ccccc3C2(C)C)SC1=S | 1638 | 1650
CS(=O)(=O)N1CCN(c2ccc(C(=O)N3CCOCC3)cc2[N+](=O)[O-])CC1 | 1760 | 1465
C=CCn1c(CNC(=O)c2ccccc2F)nnc1SCC(=O)NC(C)c1ccccc1 (centres undefined) | 2013 | 1479
O=C(/C=C/c1ccco1)NC(=S)Nc1ccccc1O | 1838 | 1779
Cc1ccc(OCC(=O)NNC(=O)CSc2ncnc3sc(C)c(C)c23)cc1 | 1797 | 1392
Cc1ccc(C)c(NC(=S)NCCCN2CCOCC2)c1 | 1685 | 1721
CC(=O)N1N=C(c2ccc(C)o2)CC1c1ccc(F)cc1 (centres undefined) | 1580 | 1472
CC1CN(C(=O)c2cc3cc([N+](=O)[O-])ccc3s2)CC(C)O1 (centres undefined) | 1912 | 1775
CC(=O)c1cccc(NC(=O)N2CCC(NC(=O)C34CC5CC(CC(C5)C3)C4)CC2)c1 | 1899 | 1553
c1ccc(-n2nnc(-c3cccnc3)n2)cc1 | 1540 | 1635
O=C(/C=C/c1ccc(F)cc1)N1CCN(S(=O)(=O)/C=C/c2ccccc2)CC1 | 1743 | 1483
CNC(=O)c1ccccc1NC(=O)c1cccc(S(=O)(=O)N2CCC(C)CC2)c1 | 1808 | 1626
CCOC(=O)c1sc(/N=C/c2ccc(O)cc2O)cc1C | 1795 | 1698
COc1ccc(C(=O)Nc2nc(-c3ccc([N+](=O)[O-])cc3)c(-c3ccc(OC)cc3)s2)cc1 | 1592 | 1527
Cc1ccc(OCC(=O)N2c3ccccc3NC(=O)C2(C)C)c([N+](=O)[O-])n1 | 1773 | 1576
Cc1ccc(C)c(N2CN(Cc3cccnc3)CNC2=S)c1 | 1518 | 1349
COC(=O)C1CCCCN1C(=O)CCc1nnc(CCc2c[nH]c3ccccc23)o1 (centres undefined) | 2022 | 1455
CCc1nc2ccccc2n1CC1CC1(Cl)Cl (centres undefined) | 2001 | 1789
CCCCCCOc1ccc(C(=O)O)cc1C#N | 1783 | 1675
COc1cnc(-c2ccccn2)nc1N(C)C | 1960 | 1563
CC(C)CNC(=O)c1cccc(NC(=O)CSc2ccc(Cl)cc2)c1 | 2019 | 1483
C/C(=N/NC(=O)CNC(=O)c1ccccn1)c1cccc([N+](=O)[O-])c1 | 1839 | 1650
CCOC(=O)C(C)Sc1nnc(NC(=O)c2ccc3c(c2)OCO3)s1 (centres undefined) | 1814 | 1556
O=S(=O)(/N=C(/Nc1ccccc1)c1ccccc1)c1cccs1 | 1868 | 1637
CCCCCCCCCCC(=O)NNC(=O)c1c(O)c2ccccc2n(CC)c1=O | 1789 | 1410
O=C(COc1ccccc1)Nc1nnc(C23CC4CC(CC(C4)C2)C3)s1 | 1596 | 1376
Cc1ccccc1NC(=S)N1CCN(C(=O)c2ccco2)CC1 | 2128 | 1866
O=C(N/N=C/c1cc(Br)c(O)c(Br)c1)c1cccc(C(F)(F)F)c1 | 1729 | 1727
CCc1ccc(C(=O)NC(CCSC)C(=O)O)cc1 (centres undefined) | 1713 | 1385
O=C1Nc2ccccc2N2CCCC12 (centres undefined) | 1765 | 1474
CCCNC(=O)N1CCN(S(C)(=O)=O)CC1 | 1738 | 1459
Cc1ccc(NC(=O)CN(C)C(=O)COc2cc(F)ccc2[N+](=O)[O-])cc1 | 1839 | 1559
CNC(=O)c1ccsc1NC(=O)c1ccc2c(c1)CCCC2 | 1762 | 1514
CC(C)(C)NC(=O)CN(CCc1ccccc1)C(=O)c1csnn1 | 1857 | 1725
COc1ccc(-c2cc(C(F)(F)F)n3ncc(C(=O)N(C)Cc4ccccc4)c3n2)cc1 | 1810 | 1433
O=C1c2cccc(OCc3ccc(F)cc3)c2CCN1Cc1ccccc1 | 1662 | 1373
C=CCN(C(=O)CSc1nc2c(sc3ccccc32)c(=O)n1CCN(CC)CC)c1ccccc1 | 1981 | 1751
Clc1cccc2c1CCN(Cc1nc(-c3cnccn3)no1)C2 | 1824 | 1566
Cc1ccc(S(=O)(=O)N2CCN(Cc3ccccc3)CC2)c(C)c1N(C)S(=O)(=O)c1ccccc1 | 1892 | 1706
CCCCN1C(=O)C(=O)N(CC(=O)N2N=C3/C(=C/c4ccco4)CCCC3C2c2ccco2)C1=O (centres undefined) | 1881 | 1766
COc1cccc(CC(=O)Nc2cc(S(=O)(=O)N3CCOCC3)ccc2N2CCOCC2)c1 | 1687 | 1515

# Entries of single compounds as entered above. Order of screens: SRC1 TRFRET art, SRC3 TRFRET art
# O=C(N/N=C/c1cc(Br)c(O)c(Br)c1)c1cccc(C(F)(F)F)c1 across the screens: 1729, 1727
# COc1cccc(CC(=O)Nc2cc(S(=O)(=O)N3CCOCC3)ccc2N2CCOCC2)c1 across the screens: 1687, 1515
# COc1ccc(-c2cc(C(F)(F)F)n3ncc(C(=O)N(C)Cc4ccccc4)c3n2)cc1 across the screens: 1810, 1433
# CCCCN1C(=O)C(=O)N(CC(=O)N2N=C3/C(=C/c4ccco4)CCCC3C2c2ccco2)C1=O (centres undefined) across the screens: 1881, 1766
# Clc1cccc2c1CCN(Cc1nc(-c3cnccn3)no1)C2 across the screens: 1824, 1566

# The results go on:
structure | SRC1 TRFRET art | SRC3 TRFRET art
CC(C)(C)c1ccc(NC(=O)CNC2CCCc3ccccc32)cc1 (centres undefined) | 1828 | 1523
O=C(c1ccc(Cl)cc1)N1CCCCC(Sc2nnc(-c3ccc4c(c3)OCO4)o2)C1=O (centres undefined) | 1763 | 1269
Cn1cc(C(=O)c2cccc(Cl)c2Cl)cc1C#N | 1918 | 1533
O=C(Nc1ccc(Cl)cc1)c1ccc(OCC2CCCO2)cc1 (centres undefined) | 1723 | 1562
CC(C)(C)c1cc(/C=N/O)cc(C(C)(C)C)c1O | 1811 | 1672
COc1ccc(C(CNC(=O)c2ccco2)N2CCCCC2)cc1 (centres undefined) | 1699 | 1217
CCOC(=O)c1ccc(NC(=O)Cn2ncc(Cl)c(Cl)c2=O)cc1 | 2008 | 1841
COC(=O)c1c[nH]n2c(=O)c(Cl)c(C)nc12 | 1887 | 1672
Cc1sc2ncn(CC(=O)N3CCOCC3)c(=O)c2c1-c1ccccc1 | 1566 | 1688
O=C(NC(c1ccccc1)C(Cl)(Cl)Cl)c1ccccc1 (centres undefined) | 2043 | 1498
CC1(C)CC(=O)NC=C(c2ccccc2)C1 | 1676 | 1728
O=C(Nc1ccccc1F)c1ccccc1-c1ccccc1 | 1901 | 1716
Cc1c(NC(=O)C(C)OC(=O)C23CC4CC(CC(Br)(C4)C2)C3)c(=O)n(-c2ccccc2)n1C (centres undefined) | 2031 | 1665
C=CCn1c(O)c(N=O)c2cc(C)ccc21 | 1920 | 1483
CCCCNC(=O)COC(=O)c1c2c(nc3ccccc13)/C(=C/c1cccs1)CC2 | 1845 | 1456

# Single values from the entries so far:
# Result for CCOC(=O)c1ccc(NC(=O)Cn2ncc(Cl)c(Cl)c2=O)cc1 under SRC1 TRFRET art: 2008
# Result for CCCCNC(=O)COC(=O)c1c2c(nc3ccccc13)/C(=C/c1cccs1)CC2 under SRC3 TRFRET art: 1456

# (further entries)
structure | SRC1 TRFRET art | SRC3 TRFRET art
COc1ccc2cc(/C(C)=N/NC(=S)Nc3cc(S(=O)(=O)N4CCOCC4)ccc3N3CCOCC3)ccc2c1 | 1880 | 1754
Cc1ccc(-c2csc(Nc3ccccc3)[n+]2CCc2ccccc2)cc1 | 1898 | 1367
O=C(Nc1ccc(C(F)(F)F)cc1)c1ccc2nc[nH]c2c1 | 1838 | 1563
Cc1ccc(CS(=O)(=O)Cc2ccc(C(=O)NCc3cccs3)o2)cc1 | 2058 | 1760
COc1cccc(/C=N/NC(=O)c2c(C)nc3ccc(Br)cn23)c1 | 1911 | 1707
COCc1cccc(NC(=O)CCc2ccccc2)c1 | 2018 | 1758
Oc1cccc2c(NC(=S)Nc3ccc(OC(F)F)cc3)cccc12 | 2086 | 1718
Cc1ccc(C(C(=O)NC2CCCCC2)N(C(=O)Cc2c[nH]c3ccccc23)c2ccccc2C)o1 (centres undefined) | 1620 | 1769
O=C(CCCOc1ccc(Cl)cc1Cl)N/N=C/c1ccccc1 | 1659 | 1342
CC(=O)c1ccc(N2CCN(C(=O)CCCn3c(=O)[nH]c4ccccc4c3=O)CC2)cc1 | 1848 | 1244
O=C(CSc1n[nH]c(-c2ccccc2)n1)NCc1cccc(C(=O)O)c1 | 1885 | 1516
O=C(Nc1cccc(NC(=O)c2ccc3c(c2)OCO3)c1)c1ccccc1 | 1825 | 1668
C(=N/Nc1nccs1)/c1cccnc1 | 1797 | 1693
CN1CCN(c2ccc(NC(=O)COc3ccccc3[N+](=O)[O-])cc2)CC1 | 2140 | 1800
COC(=O)c1cc(C#N)c(OC(C)C)nc1C | 2115 | 1638

# (more compounds)
# Order of results – SRC1 TRFRET art, SRC3 TRFRET art
COc1cc(/C=C/C(=O)OCC(=O)NC(=O)NCc2ccccc2)ccc1OCC#N
    1687, 1630
COCC(C)Nc1nc(C)c(C(C)=O)s1 (centres undefined)
    1860, 1629
Cc1cccc(C)c1NC(=O)CSCC(=O)O
    1901, 1389
COc1ccc(N2CC(C)Cn3c2nc2c3c(=O)n(Cc3ccc(C)cc3)c(=O)n2C)c(OC)c1 (centres undefined)
    1894, 1633
O=C(NNC(=O)c1ccc(F)cc1F)c1ccc2c(c1)OCO2
    1456, 1702
COc1ccccc1N(Cc1ccccc1)S(=O)(=O)c1cc(C(=O)O)ccc1Cl
    1936, 1724
CCCn1c(N)c(C(=O)NS(=O)(=O)c2ccc(C)cc2)c(=O)n(C)c1=O
    1719, 1639
CC12CCC(C(=O)N(c3cccc(Cl)c3)C1=O)C2(C)C (centres undefined)
    1786, 1446
CCN(c1ccccc1)S(=O)(=O)c1ccc(Cl)c(NC(=O)CSc2nncn2C)c1
    1554, 1310
CCOc1ccc(NC(=O)Nc2cc(-c3ccccc3)sc2C(=O)OC)cc1
    1837, 1594
CCn1c(COc2ccc3c(c2)CCCC3)nnc1SCC(=O)Nc1ccc(C(=O)OC)cc1
    1938, 1671
COc1ccc(CCC(=O)N2CCCSC2=Nc2ccc(C(C)=O)cc2)cc1
    1742, 1668
CC1CCCN(CCCCOc2cccc(Br)c2)C1 (centres undefined)
    1750, 1505
CCN1CCN(c2ccc(NC(=O)c3ccc4c(c3)[nH]c(=O)n4Cc3ccc(F)cc3)cc2)CC1
    1878, 1398
Cc1cccc2cc(CN(Cc3ccccc3)C(=S)NCCCN(C)C)c(=O)[nH]c12
    1648, 1723
COCCn1c(C)cc(C(=O)COc2ccc(C)nc2[N+](=O)[O-])c1C
    1932, 1664
CN(/N=C/c1cccnc1)c1cnc2ccccc2n1
    1699, 1517
N#Cc1cc2c(=O)n3ccccc3nc2n(-c2ccccc2Cl)c1=O
    1773, 1657
Cc1c(CCOC(=O)C23CC4(C)CC(C)(CC(C)(C4)C2)C3)sc[n+]1CC(=O)c1ccccc1
    1538, 1582
CCCc1cc(=O)n2[nH]c(NCc3ccc(OC)cc3)nc2n1
    1570, 1518
O=C(/C(=C/O)N=Nc1ccccc1Cl)c1ccccc1
    2058, 1712
CCSc1nnc2nc3[nH]c4c(C)cccc4c3nn12
    1873, 1521
Cc1cccc(NS(=O)(=O)c2cc(C(=O)N3CCOCC3)ccc2Cl)c1
    1940, 1686
CCCC(=O)Nc1ccc(C(=O)NNC(=S)NC(=O)c2ccc(Br)o2)cc1
    1804, 1794
Cc1ccc(SC(C)C(=O)N2CCC(C(N)=O)CC2)cc1 (centres undefined)
    1654, 1626
COc1ccc2nc(/N=C/c3c(C)[nH]n(-c4ccc(C)cc4C)c3=O)sc2c1
    1483, 1431
Cc1ccc(CN2CCNC(=O)C2CC(=O)NCCCn2cccn2)o1 (centres undefined)
    1659, 1694
Oc1oc(-c2ccccc2)nc1/C=N/c1nccs1
    1638, 1587
Cc1ccc(NC(=O)Cn2nc(C)c3ccccc3c2=O)cc1F
    1657, 1423
COc1ccc(-c2c(C)oc3c(CN4CCCCC4C)c(O)ccc3c2=O)cc1OC (centres undefined)
    1956, 1667
CCCn1c(N)c(Sc2ccc([N+](=O)[O-])cc2)c(=O)n(CCC)c1=O
    1596, 1369
O=C(NNC(=O)c1sccc1-n1cccc1)Nc1ccc(F)cc1
    1808, 1366
